# Compound activity: PubChem, Vanderbilt High Throughput Screening Facility
# rat mGlu8 modulation: rat mGlu8 modulation via Gqi9 calcium signal, confirmation, counter-screen for GIRK activator project, cell-based, HEK293 rmGlu8, Gqi9 chimera; calls only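 (single compound addition from 20 µM solution with 0.2% DMSO)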; AID 623869; HEK293 rmGlu8/Gqi9 calcium flux, Fluo-4 fluorescence; glutamate at EC20 added after compound; 4% of 2,100 active;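 active = calcium fluorescence trace judged by eye to show a response, as agonist, enhancer of the glutamate response, or inhibitor; inactive = trace judged by eye to show no response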
#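 system = HEK-293 cells stably expressing rat mGlu8, plus transient chimeric Gqi9 | measured by = Fluo-4 calcium fluorescence, 1 Hz | timing = compound pre-exposure 4 min, post-glutamate read 2 min | measure = F/F0 fluorescence traces judged visually for each well | medium = HEPES-buffered HBSS at pH 7.4 | doses = single compound addition from 20 µM solution, 0.2% DMSO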
# Calls only; i = inactive. Some of the compounds tested, so the mix of outcomes need not match the whole.
SMILES,rat mGlu8 modulation
O=C(c1cc2ccccn2n1)N1CCC2(CC1)OCCO2,i
CCOC(=O)C1=C(NC(=S)NC(=O)c2ccccc2)c2ccccc2CC12CCCC2,i
Fc1ccc(NC2=NCCS2)cc1Cl,i
O=C(Cc1ccccc1)N1CCN(C/C=C/c2ccccc2)CC1,i
COc1cc(-n2c(=S)[nH]c3ccccc3c2=O)c(Cl)cc1Cl,i

# Taken from the results shown (2 entries):
SMILES,rat mGlu8 modulation
O=C(c1cc2ccccn2n1)N1CCC2(CC1)OCCO2,i
CCOC(=O)C1=C(NC(=S)NC(=O)c2ccccc2)c2ccccc2CC12CCCC2,i

# 3 compounds out of the list, sorted by SMILES length, lowest first:
SMILES,rat mGlu8 modulation
Fc1ccc(NC2=NCCS2)cc1Cl,i
O=C(c1cc2ccccn2n1)N1CCC2(CC1)OCCO2,i
COc1cc(-n2c(=S)[nH]c3ccccc3c2=O)c(Cl)cc1Cl,i
